# Screens as filed in PubChem.
# CHT PAM – human CHT allosteric activation | CHT-expressing cells, membrane potential dye, choline EC20; stronger effect = higher value; LV-AA mutant CHT in HEK293 cells | AID 488977 | B-score at 10 µM | hit rate 0.49% among 310,000;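 active = initial fluorescence not abnormally high and integrated response B-score, plate-corrected, over 3 SD above library mean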
# Target sequence (Q9GZV3 whole entry, looked up): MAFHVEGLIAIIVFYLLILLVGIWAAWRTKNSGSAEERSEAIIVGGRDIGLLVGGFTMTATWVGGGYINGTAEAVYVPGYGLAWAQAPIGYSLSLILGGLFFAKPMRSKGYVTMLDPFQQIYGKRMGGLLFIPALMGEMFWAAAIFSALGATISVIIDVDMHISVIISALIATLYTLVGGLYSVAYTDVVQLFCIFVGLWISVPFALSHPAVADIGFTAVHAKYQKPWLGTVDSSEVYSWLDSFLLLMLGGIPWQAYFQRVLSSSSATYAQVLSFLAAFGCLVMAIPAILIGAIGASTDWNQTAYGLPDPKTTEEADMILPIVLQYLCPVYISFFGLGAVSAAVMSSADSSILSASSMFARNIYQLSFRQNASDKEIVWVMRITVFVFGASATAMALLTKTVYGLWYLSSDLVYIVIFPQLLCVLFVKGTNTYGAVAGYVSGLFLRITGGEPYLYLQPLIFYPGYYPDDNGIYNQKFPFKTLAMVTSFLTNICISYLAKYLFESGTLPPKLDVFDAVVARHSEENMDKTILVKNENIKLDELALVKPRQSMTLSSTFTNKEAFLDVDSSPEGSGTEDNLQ
# OX1R antag – blocks the human orexin 1 receptor | O43613 | CHO/OX1R cells, Fluo-8 calcium fluorescence, orexin A | inhibition, % at 5 µM | hit rate 0.43% among 330,000 | AID 434989;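 active = inhibition above its plate's threshold, mean inhibition of all tested compounds on the plate plus 3 SD, cut at about 37% in these data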;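 also: 0% = orexin A challenge wells and 100% = SB-334867-A antagonist wells; not every result past the cut was called active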
# Target sequence (O43613 whole entry, looked up): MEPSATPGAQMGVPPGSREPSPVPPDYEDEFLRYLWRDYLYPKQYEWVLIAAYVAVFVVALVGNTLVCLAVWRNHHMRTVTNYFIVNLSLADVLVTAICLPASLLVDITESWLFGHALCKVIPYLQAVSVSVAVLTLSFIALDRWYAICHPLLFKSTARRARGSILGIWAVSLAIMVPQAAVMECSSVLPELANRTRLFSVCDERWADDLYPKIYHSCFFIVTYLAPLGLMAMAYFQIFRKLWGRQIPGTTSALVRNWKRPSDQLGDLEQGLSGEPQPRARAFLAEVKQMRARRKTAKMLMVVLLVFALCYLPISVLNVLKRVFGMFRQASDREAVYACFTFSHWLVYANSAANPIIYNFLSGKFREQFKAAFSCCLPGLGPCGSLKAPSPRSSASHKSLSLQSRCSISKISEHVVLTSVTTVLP
# Starred values were filed as active, the others as inactive; i = inactive; x = not tested or not shown.
Molecule,CHT PAM,OX1R antag
CCOc1cc(/C=N\NC(=O)Cn2nc([N+](=O)[O-])cc2C)ccc1OCc1cccc2ccccc12,i,-13
CCOC(=O)CSCc1nc(-c2ccc(Cl)cc2)oc1C,i,-16
O=C(Oc1cccc2cccnc12)c1ccc(Br)o1,i,5
COc1ccc(-c2cc(C(=O)NCCc3ccc(S(N)(=O)=O)cc3)c3ccccc3n2)cc1,i,6
CC1Cc2ccccc2N1C(=O)COC(=O)c1ccc(O)cc1 (centres undefined),i,-4
CCCCCn1c(=O)[nH]c2cc(C(=O)N3CCN(Cc4ccc5c(c4)OCO5)CC3)ccc2c1=O,i,-11
O=C(NCc1cccnc1)c1ccc(NS(=O)(=O)c2cccc([N+](=O)[O-])c2)cc1,x,3
COc1ccc(S(=O)(=O)N2CCOCC2)cc1NC(=O)c1ccncc1,x,-7
O=C(Nc1ccc([N+](=O)[O-])cc1Br)c1cc2ccccc2nc1Cl,i,-10
CCNNC(=O)C(O)(Cc1ccccc1)Cc1ccccc1,i,-12
O=C(CCc1nnc2n(Cc3ccc(F)cc3)c(=O)c3ccccc3n12)NCCCN1CCOCC1,i,-19
Cc1ccc(S(=O)(=O)N2CC=C(c3c(C)n(C)c4ccccc34)CC2)cc1,i,-13
CC(C)C(=O)N1CCN(c2ccccc2NC(=S)NC(=O)Cc2ccccc2)CC1,i,-37
Cc1cc(C)c(NC(=O)Cn2nnc(C(=O)Nc3ccc(F)cc3F)c2N)c(C)c1,i,-14
COc1ccc(C2NC(Cc3ccccc3)(C(=O)O)C3C(=O)N(c4ccccc4OC)C(=O)C23)cc1 (centres undefined),i,-9
CC(C)OC(=O)c1c(F)c(F)c(N2CCOCC2)c(F)c1F,i,2
CCN1CCN(c2cc(C)c3cc(NC(=O)c4cc(OC)cc(OC)c4)ccc3n2)CC1,i,-20
O=C(CSc1cc(Cl)ccc1Cl)NCC1CCCO1 (centres undefined),i,-10
Cc1ccc(S(=O)(=O)N(C)C)cc1NC(=O)CCNC(=O)c1ccccc1Cl,i,-11
CC1(C)CC2CC(C)(CN2C(=O)COC(=O)c2n[nH]c(=O)c3ccccc23)C1 (centres undefined),i,-10
Cc1onc(-c2c(Cl)cccc2Cl)c1C(O)c1ccc(F)cc1 (centres undefined),i,1
CC(=O)c1cccc(NC(=O)CNC(=O)c2cc3ccccc3o2)c1,i,-25
Nc1ccccc1C(=O)NNC(=O)C(=O)/C=C(\O)c1ccccc1,i,-9
O=C(N/N=C/c1ccc(OC2CSC2)cc1)c1ccc(CN2CCOCC2)cc1,i,-20
O=C(C1CCN(S(=O)(=O)c2cccnc2)CC1)N1CCN(c2cccc(Cl)c2)CC1,i,-23
Cc1c2n(c3ccccc13)CCC2=O,i,-21
COc1ccc(CN2C(CC(=O)Nc3cccnc3)c3ccc(C(F)(F)F)cc3S2(=O)=O)cc1 (centres undefined),x,-16
COc1ccc(C(=O)N/N=C(\C)c2ccc(NC(=O)Cc3ccccc3)cc2)c(OC)c1,i,-15
COc1ccccc1OCC(=O)N1CCN(C(=O)COc2ccccc2OC)CC1,i,-9
CCOC(=O)CSc1nnc(CNc2nc(-c3ccccc3)cs2)n1C,i,-18
CCCCCNC(=O)CN(c1ccc2c(c1)OCO2)S(C)(=O)=O,i,-17
CCC1CCCCN1C(=O)CSc1nnc2nc(C)cc(C)n12 (centres undefined),x,-7
CC(C)(C)c1ccc(/C=C/C(=O)NC2CCS(=O)(=O)C2)cc1 (centres undefined),i,-12
O=C(C[n+]1cc(-c2ccc(F)cc2)n2c1CCC2)Nc1nc(-c2ccccc2)cs1,i,-8
Cc1ccc(S(=O)(=O)CC(=O)Nc2ccc(Cl)cn2)cc1,i,-12
Cn1c(CCNC(=O)C(C)(C)C)nc2ccccc21,i,-11
CC(=O)Nc1ccc(OCC(=O)N2CCc3ccccc3C2)cc1,i,-3
CCC(NS(=O)(=O)c1ccc(C)cc1)C(=O)N1CCOCCOCCOCC1 (centres undefined),i,-13
COc1ccccc1CCN1CCCC(CN(C)CC(C)(C)CO)C1 (centres undefined),i,-29
Cc1ccc2cc(CCNC(=O)c3ccc(S(=O)(=O)N4CCCCC4)cc3)c(=O)[nH]c2c1,i,-26
NC(=S)c1ncc(C(F)(F)F)cc1Cl,i,-4
O=C(Nc1cccc(Cl)c1N1CCCC1)c1cccc(-c2cc3ccccc3oc2=O)c1,i,-20
O=S(=O)(NCC(c1cccnc1)N1CCN(Cc2ccccc2)CC1)c1ccccc1 (centres undefined),i,-25
Cc1nnc(N/N=C/c2cc([N+](=O)[O-])c(N3CCC(C)CC3)cc2N2CCC(C)CC2)n1N,i,-32
CC(=O)N1CCN(C(=O)c2cccc(S(=O)(=O)NCc3ccccc3)c2)CC1,i,-8
COc1ccccc1CN1C[C@@H]2C[C@@H](c3ccccc3C)N3CCC[C@@]23C1=O,i,-26
CS(=O)(=O)NN1C(=O)c2ccccc2NC1c1cccc2cccnc12 (centres undefined),i,-16
COc1cccc(NC(=O)c2ccc3c(O)c(S(=O)(=O)c4ccccc4)c(=O)[nH]c3c2)c1,i,7
c1cc(-c2ccncc2)ccn1,i,2
NC(=O)C1CCN(c2nc(-c3ccc4c(c3)OCCO4)cs2)CC1,x,0
Cc1csc(SC(C)C(=O)Nc2ccc3c(c2)OCCO3)n1 (centres undefined),i,-9
COc1ccc(C2=NN(C(C#N)c3ccc(OC)cc3)C(c3ccccc3)C2)cc1 (centres undefined),i,-36
O=S(=O)(c1ccccc1)N1CCC(c2ccccc2)CC1,i,-31
OCC1(CCc2ccccc2)CCCN(C/C=C/c2ccccc2)C1 (centres undefined),i,-8
O=C(Nc1ccc(S(=O)(=O)NCc2ccccc2)cc1)Nc1ccc2c(c1)OCO2,i,24
CCOc1ccc(NC(=O)C2CC3CCC2C3)cc1 (centres undefined),i,-13
Fc1ccc(NC(=S)Nc2cccc3ccccc23)cc1,i,-29
CC(=O)Nc1ccc(S(=O)(=O)N2CCN(C)CC2)cc1,i,5
COCCCN(C(=O)c1cc(C)oc1C)c1c(N)n(CC(C)C)c(=O)[nH]c1=O,x,2
Cc1ccc(NC(=S)N(CCC(C)C)C(C)c2ccncc2)c(Cl)c1 (centres undefined),i,-18

# An excerpt from above in order of heavy-atom count, smallest number first.
Molecule,CHT PAM,OX1R antag
c1cc(-c2ccncc2)ccn1,i,2
NC(=S)c1ncc(C(F)(F)F)cc1Cl,i,-4
CC(=O)Nc1ccc(OCC(=O)N2CCc3ccccc3C2)cc1,i,-3
CCC(NS(=O)(=O)c1ccc(C)cc1)C(=O)N1CCOCCOCCOCC1 (centres undefined),i,-13
Cc1ccc2cc(CCNC(=O)c3ccc(S(=O)(=O)N4CCCCC4)cc3)c(=O)[nH]c2c1,i,-26

# Single values from the list:
# Result for Nc1ccccc1C(=O)NNC(=O)C(=O)/C=C(\O)c1ccccc1 under OX1R antag: -9
# Result for CCOc1ccc(NC(=O)C2CC3CCC2C3)cc1 (centres undefined) under OX1R antag: -13
# Result for CCC1CCCCN1C(=O)CSc1nnc2nc(C)cc(C)n12 (centres undefined) under OX1R antag: -7
# Result for O=C(CCc1nnc2n(Cc3ccc(F)cc3)c(=O)c3ccccc3n12)NCCCN1CCOCC1 under OX1R antag: -19

# Two records drawn at random from those above:
Molecule,CHT PAM,OX1R antag
OCC1(CCc2ccccc2)CCCN(C/C=C/c2ccccc2)C1 (centres undefined),i,-8
COc1ccc(C2=NN(C(C#N)c3ccc(OC)cc3)C(c3ccccc3)C2)cc1 (centres undefined),i,-36

# Other compounds
Molecule,CHT PAM,OX1R antag
O=C(CCN1C(=O)/C(=C/c2ccccc2Cl)SC1=S)NCCCN1CCOCC1,i,-4
O=C(Nc1ccc(Br)cc1C(=O)O)c1ccc2c(c1)C(=O)N(Cc1ccccc1)C2=O,i,-1
CCN(CC(=O)NCc1cccs1)c1ccc(S(=O)(=O)N2CCN(C)CC2)cn1,i,-14
O=C(Nc1ccccn1)C(=O)N1CCCCC1,i,-12
Cc1ccc(Nc2ccc(C(=O)O)cc2[N+](=O)[O-])cc1,i,-21
Cc1cc(NC(=O)CN2CCC(n3nnc4cc(C(F)(F)F)ccc43)CC2)no1,i,-22
COc1ccc(CNC(=O)CN(Cc2ccc(OC)cc2)C(=O)c2csnn2)cc1,i,-30
COc1ccc(CNC(=O)C2CCN(S(C)(=O)=O)CC2)cc1,i,-11
C=CCOc1ccc(/C=C/C(=O)OCC(=O)NCC2CCCCC2)cc1,i,-12
O=C1CC(N2CCN(c3ccccc3)CC2)C(=O)N1c1cccc(Cl)c1 (centres undefined),i,-25
COc1cc(NC(=O)Cn2c([N+](=O)[O-])cnc2C)c(OC)cc1Cl,i,-10
O=C1COc2ccc(C(=O)COC(=O)c3ccc(Cl)cc3[N+](=O)[O-])cc2N1,i,-14
CN(C)S(=O)(=O)c1cc(NC(=O)[C@H](Cc2ccccc2)N2C(=O)c3ccccc3C2=O)ccc1Cl,i,-6
Cc1ccc(C)c(N(CC(=O)NCCc2ccccc2)C(=O)CCC(=O)Nc2ccccn2)c1,i,-17
Cc1cc(Cl)ccc1OCCCC(=O)N1CCN(C)CC1,i,-19
COc1ccc(OC)c(CCNC(=O)c2ccccc2NC(=O)C2=C(C)OCCS2)c1,i,-27
CN=C(NC#N)SCC(=O)c1ccc(Cl)cc1Cl,i,-21
NS(=O)(=O)c1ccc(CCNC(=O)c2cncc(Br)c2)cc1,i,3
COC(=O)[C@H](C)NC(=O)NCc1ccccc1F,i,3
Cc1cc(-n2c(C)cc(C(=O)CN3C(=O)NC4(CCCC4)C3=O)c2C)no1,i,0
Cc1ccc(NC(=O)C(=O)NNC(=O)c2ccccc2C)cc1Cl,i,-10
CNC(=O)Nc1ccc2nc(C)sc2c1,i,-7
CCOC(=O)C1(C)/C(=N/Nc2ccccc2)C(=O)C(=O)N1c1ccccc1 (centres undefined),i,-34
Cc1nn(CCCC(=O)Nc2c(F)cc(F)cc2Br)c(C)c1[N+](=O)[O-],i,-21
CNc1c(NS(=O)(=O)c2ccc(Cl)cc2)c(=O)oc2ccccc12,i,-22
CCC(=O)Nc1ccc2oc(-c3cccc(C)c3)nc2c1,i,-24
O=C(COC(=O)c1ccc2c(c1)OCO2)Nc1nc(-c2ccccc2)cs1,i,-3
Cc1ccc(Cl)cc1NC(=O)CN1CCN(C(=O)C2CCCO2)CC1 (centres undefined),i,9
COc1ccccc1CN1CC(C(=O)NC2(c3ccccc3)CC2)CCC1=O (centres undefined),i,-6
CC(=O)C1=C(C)NC(SCC(N)=O)=C(C#N)C1CC(C)C (centres undefined),i,-24
CC(C)(C)NC(=O)c1ccc2c(c1)N(CC(=O)N1CCN(c3ccc(F)cc3)CC1)C(=O)C(C)(C)O2,i,-14
Cc1nc(NC(C)C)c2cnn(CCc3ccccc3)c2n1,i,-11
CCCN1CNC(=S)N(c2ccc(C)cc2C)C1,i,-14
COc1ccc2ccccc2c1/C=N/N1C(=O)CSC1=S,i,-16
COCc1nn2c(N)c(-c3ccccc3)cnc2c1-c1ccccc1,i,-3
CC1CCN(c2nc3ccccc3n2CC(=O)c2ccccc2)CC1,i,-42
COc1ccc(-c2cc3ccccc3oc2=O)cc1NC(=O)c1ccc([N+](=O)[O-])o1,i,-13
Cn1c(=O)c(C(=O)COC(=O)c2cc(-c3ccco3)nc3ccccc23)c(N)n(Cc2ccccc2)c1=O,i,5
O=C(NCc1ccc(Cl)c(Cl)c1)C1CCCC1,i,-10
CC1CC1c1ccc(/C=C(\C#N)C(=O)Nc2cccc(Cl)c2Cl)o1 (centres undefined),i,-22
COc1cc(NC(=O)c2ccc(COCC(F)(F)F)cc2)cc(OC)c1OC,i,-22
O=C(Nc1ccccc1C(=O)N1CCCC1)c1ccc(Cl)c([N+](=O)[O-])c1,i,-36
CCOc1ccc(CCNC(=O)C2CC(=O)N(Cc3ccc(OC)cc3)C2)cc1OCC (centres undefined),i,-30
O=C(NNC(=O)C1CC1)c1cc(=O)[nH]c2ccccc12,x,11
O=C(NCCCN1CCOCC1)c1cccc(S(=O)(=O)N2CCN(c3ccccc3)CC2)c1,i,-37
CCOC(=O)c1c(C)[nH]c(C)c1C(=O)COC(=O)c1ccc([N+](=O)[O-])s1,x,6
FC(F)(F)c1cccc(NC(=S)N2CCN(c3ccccn3)CC2)c1,i,-11
Cc1cc(NC(=O)CSc2nnc(-c3ccncc3)n2-c2ccccc2)no1,i,-26
COc1cc(S(=O)(=O)Nc2cccc(C)c2)ccc1NC(=O)c1cccnc1,i,-9
Cc1cc(=O)c2ccc(C(F)(F)F)cc2[nH]1,i,-9
CCc1ccc(N2C(=O)CC(Cn3nc(C)cc3C)C2=O)cc1 (centres undefined),i,-25
CCOC(=O)C1CCCN(C(=S)Nc2ccc(Nc3ccccc3)cc2)C1 (centres undefined),i,-33
Cc1nc2nc[nH]n2c(=O)c1CC(=O)O,i,-26
CC(c1n[nH]c(=S)n1-c1ccc(F)cc1)N1CCCCC1 (centres undefined),i,-1
Cc1ccc(-c2noc(CCC(=O)N(C)c3ccccc3C)n2)cc1,i,-11
CCC(CC)c1nnc(NC(=O)CSCC(=O)Nc2cc(C)on2)s1,i,-11
CCCCc1nc2cc(C(=O)N3CCCC(OCCC)C3)ccc2o1 (centres undefined),i,-29
O=C(OCn1nnc2ccccc2c1=O)c1cn(-c2ccccc2)nc1-c1cccnc1,i,-6
C/C(CC(=O)N(C(C)C)C(C)C)=N\NC(=O)COc1ccc(Cl)cc1Cl,i,-5
O=C1c2ccc(-c3nc4ccccc4o3)cc2C(=O)N1Cc1cccnc1,i,-23
COC(=O)c1nn(-c2ccc3c(c2)CCN3C(C)=O)cc1O,i,2
COCCn1c(C)cc(/C=C2\NC(=S)N(C)C2=O)c1C,i,-17
